Screens: PubChem, National Center for Advancing Translational Sciences (NCATS)
FEN1 inh: qHTS Assay for the Inhibitors of Human Flap endonuclease 1 (FEN1) | P39748 | Recombinant FEN1 flap cleavage, fluorescence, 15 min | Potency, µM (series often up to 114 µM), for inactives: top-dose activity change, negative = inhibition, hits mostly inhibitors | 0.35% of 390,000 active | AID 588795, 2011; further: nearly all actives have a fitted effect of over 65% in size
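Concentration–response screening of FEN1 (10 nM): 15 min compound preincubation at room temperature, reaction started with 50 nM substrate and read at 0 and 15 min. Corrected, normalized data were fitted by a four-parameter Hill equation.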
N370S GC: qHTS Assay for Inhibitors and Activators of N370S glucocerebrosidase as a Potential Chaperone Treatment of Gaucher Disease. Lysosomal acid glucosylceramidase (Homo sapiens), P04062. N370S GC spleen homogenate, 4MU-glucoside fluorescence. Potency, µM (top dose mostly 59.4 µM), inactives show at the top dose activity change, negative = inhibition, most hits filed as inhibitors. 0.092% of 330,000 active;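 further: 0% = full enzyme activity and -100% = no enzyme basal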
GCN5L2 inh: qHTS Assay for Inhibitors of GCN5L2; Histone acetyltransferase KAT2A (Homo sapiens), Q92830; GCN5L2 HAT assay, ThioGlo1 CoA-SH fluorescence; Potency, µM (top dose mostly 58.9 µM), without a hit: top-dose activity change, negative = inhibition, most hits filed as inhibitors; 0.21% of 390,000 active
Target sequence (Q92830 whole entry, looked up): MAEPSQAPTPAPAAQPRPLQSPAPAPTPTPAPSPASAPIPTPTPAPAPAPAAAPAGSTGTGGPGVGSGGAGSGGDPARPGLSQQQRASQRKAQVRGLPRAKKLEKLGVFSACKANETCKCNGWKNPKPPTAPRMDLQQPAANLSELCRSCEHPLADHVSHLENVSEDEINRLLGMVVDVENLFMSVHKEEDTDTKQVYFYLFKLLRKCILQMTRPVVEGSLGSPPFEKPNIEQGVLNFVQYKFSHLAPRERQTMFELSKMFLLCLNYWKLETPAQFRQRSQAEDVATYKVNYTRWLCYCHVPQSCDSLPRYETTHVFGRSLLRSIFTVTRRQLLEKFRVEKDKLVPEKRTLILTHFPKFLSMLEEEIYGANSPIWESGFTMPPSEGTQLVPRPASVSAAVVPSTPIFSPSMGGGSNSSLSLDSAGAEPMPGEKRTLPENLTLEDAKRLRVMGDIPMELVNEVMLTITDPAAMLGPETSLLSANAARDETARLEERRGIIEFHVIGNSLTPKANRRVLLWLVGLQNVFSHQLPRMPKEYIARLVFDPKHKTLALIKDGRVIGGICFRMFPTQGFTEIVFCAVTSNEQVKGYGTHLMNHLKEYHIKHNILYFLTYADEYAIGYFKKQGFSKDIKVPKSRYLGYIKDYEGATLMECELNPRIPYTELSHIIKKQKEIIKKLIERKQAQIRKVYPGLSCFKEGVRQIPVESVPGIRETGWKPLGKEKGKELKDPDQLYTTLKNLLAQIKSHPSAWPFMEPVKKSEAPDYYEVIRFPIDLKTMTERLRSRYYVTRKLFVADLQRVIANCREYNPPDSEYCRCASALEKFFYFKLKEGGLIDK
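Preincubate 20nM GCN5L2 with compound 15 min, RT → add 50uM ThioGlo1 + 75uM H3(1-25) + 70uM acetyl-CoA → read fluorescence 0 and 20 min. Primary qHTS; fluorescent artifacts likely.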
The depositor's hits bear a star; ? = inconclusive; . = no result given; & = joins results of further samples; [ ] = another dose, or the depositor's remark. The call rests on the fitted dose curve; in most records, active means well fitted curve in the direction sought with a large enough effect; inconclusive means small, poorly fitted or top-dose-only effect, or another doubt; inactive means no such curve, though single readings can be large; an effect the other way counts as inactive or inconclusive. Unless noted, on the % scale 0 is the no-effect control and ±100 the full control effect; potency means the concentration at half of the fitted maximal effect.

SMILES	FEN1 inh	N370S GC	GCN5L2 inh
Cn1c(=O)c2c(nc(SCC(=O)N3CCCCCC3)n2C)n(C)c1=O	5%	5%	-1%
CCOC(=O)c1cc2c(=O)n3ccccc3nc2n(CC2CCCO2)c1=NC(=O)c1ccc(C(C)(C)C)cc1 (stereo not drawn)	0%	.	-2%
COc1ccccc1N1CCN(C2CCCN(C(=O)CCC(C)=O)C2)CC1 (stereo not drawn)	-3%	-24%	-10%
CCCN1C(=O)C(NS(=O)(=O)c2ccc(N)cc2)(C(F)(F)F)C(C(=O)OC)=C1C (stereo not drawn)	13%	1%	-3%
O=C(NCc1cccnc1)C(=O)c1c[nH]c2ccccc12	0%	-3%	-2%
O=C(CNC(=O)c1ccc2c(c1)OCO2)N/N=C/c1cc(Br)ccc1O	-5%	-1%	4%
Cc1cc2oc(C(=O)Nc3sc4c(c3C(=O)NCC3CCCO3)CCC4)cc(=O)c2cc1C (stereo not drawn)	-13%	.	1%
CCc1ccc(C(=O)COC(=O)c2cnccn2)cc1	10%	-20%	1%
O=C(O)C1C2C=CC(C2)C1C(=O)NCc1cccnc1 (stereo not drawn)	3%	-5%	-3%
COc1ccccc1CNc1ccnc(-c2ccccc2C(F)(F)F)n1	.	?	-12%
O=C(NCCc1ccccc1)c1cc2sccc2n1Cc1ccccc1	0%	5%	-6%
O=C(Nc1ccccc1-c1ccccc1)C1CCC1	-7%	10%	0%
CCCN(C(=O)c1nn(-c2ccc(OC)c(Cl)c2)c(=O)c2c1c1ccccc1n2C)c1ccccc1F	0%	.	2%
COc1ccc(/C=C2\SC(=S)N(CC(=O)NNC(=O)c3ccncc3)C2=O)cc1	16%	-19%	-12%
CCN(C(=O)CSc1nc2ccccc2n1C)C1CCS(=O)(=O)C1 (stereo not drawn)	-2%	.	0%
CCC(=O)N1CCc2cc(Br)cc(S(=O)(=O)N3CCN(C(=O)c4ccco4)CC3)c21	-1%	2%	-4%
Cc1cccc2nc(CSc3nc4ccccc4[nH]3)cn12	12%	0%	-1%
CCOc1ccc(S(=O)(=O)N2CCN(C(=O)c3ccco3)CC2)cc1	-7%	-6%	0%
CCOc1ccc2nc(/N=C/c3nc(-c4ccccc4)oc3O)sc2c1	-7%	5%	-2%
Cc1ccccc1CO/N=C/c1[nH]ncc1Br	-8%	-1%	0%
CC(=O)Nc1ccc(NC(=O)CCn2c(=S)oc3ccccc32)cc1	-9%	-2%	-4%
Cc1cc(C)c(NC(=O)CSc2nc3ccccc3c(=O)n2CCCN2CCOCC2)c(C)c1	-15%	.	-8%
COc1ccc(NC(=O)C2=CC(c3ccco3)=NS(=O)(=O)N2C)cc1OC	15%&15%	-4%	-16%&-3%
Cc1cc(C)c2c(N)c(C(=O)Nc3ccc([N+](=O)[O-])cc3)sc2n1	4%	2%	-9%
Cc1c(N=Cc2c(O)n(C)c(=O)c3ccccc23)c(=O)n(-c2ccccc2)n1C	-16%	2%	1%
SMILES	FEN1 inh	N370S GC	GCN5L2 inh
O=C(NCCOc1ccccc1)c1ncn[nH]1	4%	1%	0%
N#CC12CCCCC1CC1CCCCC1(C#N)N2CCO (stereo not drawn)	-3%	3%	-2%
Cc1ccc(CNC(=O)C(Cc2ccccc2)n2cccc2)cc1 (stereo not drawn)	0%	2%	-17%
CCN1C(=O)/C(=C\c2ccncc2)SC1=S	15%	13%	-7%
COc1cccc(N2CCN(C(=O)Cn3ncc4c3-c3ccccc3OC4)CC2)c1	-3%	.	0%
CCC(O)c1cc2c(cc1NC(=O)c1ccc(C)cc1)OCCO2 (stereo not drawn)	-3%	10%	-1%
CCOc1ccc(-c2nnn(CC(=O)NCc3ccco3)n2)cc1OCC	-13%	3%	-4%
c1ccc2[nH]c(CSc3nc4ccccc4s3)nc2c1	-10%	-3%	-13%
C#CCOc1ccc(C2C(C#N)=C(N)Oc3cc(O)ccc32)cc1 (stereo not drawn)	-4%	-7%	-18%
CC1CC(C)CN(C(=O)Cn2ncc3c([nH]c4ccccc43)c2=O)C1 (stereo not drawn)	7%	0%	-2%
Clc1cccc(-n2ncc3c(Nc4ccc5c(c4)OCCO5)ncnc32)c1	3%	.	0%
CCOc1ccc(-c2nnc3ccc(SCC(=O)N4CCCCC4)nn23)cc1	19%	-1%	-9%
O=C(CSc1cccc2cccnc12)Nc1cc(C(=O)O)cc(C(=O)O)c1	-4%	0%	?
COc1cc(OC)nc(Oc2cccc(C(F)(F)F)c2)n1	0%	2%	-2%
CC(=O)Nc1ccc(S(=O)(=O)NCc2csc(C)n2)cc1	-11%	-17%	0%
Cc1ccc(-c2c(NCCc3ccccc3)c(=O)c2=O)cc1	1%	3%	2%
O=C(O)CCCC(=O)Nc1cccc([N+](=O)[O-])c1	8%	-1%	-2%
Cc1sc(CO)c(Sc2ccccc2)c1C(=O)O	.	1%	-4%
CSc1nc(C)cc(OCC(=O)n2nc(C)cc2C)n1	4%	-1%	-1%
COc1ccc(NC(=O)N(C)C[C@H]2Oc3ccc(NC(=O)CCC(F)(F)F)cc3C(=O)N([C@H](C)CO)C[C@@H]2C)cc1	-9%	.	-2%
COC(=O)c1ccc([C@@H]2Nc3c(cccc3C(F)(F)F)[C@@H]3C=CC[C@@H]32)cc1	2%	.	4%
CCn1ncc(CN2CCCC(C(=O)Nc3cccc(-c4cc5ccccc5[nH]4)c3)C2)c1C (stereo not drawn)	?	-25%	-3%
CC(C)CN1C(=O)C(=O)N(CC(=O)N2CCN(c3ccccc3)CC2)C1=O	6%	1%	2%
Cc1cc(=O)[nH]c(SCC(=O)NC2CCCCCC2)n1	0%	.	-10%
Clc1ccc2nc3c4ccccc4cnn3c2c1	-5%	25%	36%[activator]
SMILES	FEN1 inh	N370S GC	GCN5L2 inh
COc1ccc(CN(C)C(=O)COc2cccc(-n3cnnn3)c2)cc1OC	-2%	.	0%
O=C(CCCSc1nc2ccccc2s1)NC1=NCCS1	-12%	3%	0%
Cc1ccc(NC(=O)c2cc(S(=O)(=O)N(C)C)ccc2N2CCCC2)cc1F	-11%	-1%	-7%
Cc1ccc(C(=O)NCC(=O)OCC(=O)N2CC(C)OC(C)C2)cc1 (stereo not drawn)	-3%	-7%	-3%
Cc1ccc(C)c(C(=O)c2c(N)c(-c3nc(-c4ccc5c(c4)OCO5)cs3)c3ccccn23)c1	-8%	.	-8%
Cc1cccc(NC(=O)/C(=C/c2cccc([N+](=O)[O-])c2)NC(=O)c2cccs2)c1	9%	7%	49%[activator]
CCCCn1c(N)c(N(C)C(=O)c2cc3c(s2)CCCCC3)c(=O)[nH]c1=O	-10%	.	1%
N#CCCN(C1CCCCC1)S(=O)(=O)CCOc1ccccc1	6%	-2%	-1%
COc1cc(C(=O)OC(C)C(=O)NCC2CCCCC2)cc(NC(=O)c2ccco2)c1OC (stereo not drawn)	-2%	18%	-8%
CCn1c(SCC(=O)Nc2cc(C)on2)nnc1-c1ccco1	0%	-2%	-15%
CCOc1cc(C(=O)NCC(=O)N/N=C/c2sccc2C)cc(OCC)c1OCC	-9%	18%	-3%
COc1ccc(Cn2c(SCc3ccc(C(=O)NCc4ccccc4F)cc3)nc3cccnc32)cc1	15%	.	-8%
COc1ccc(-c2cc(C(=O)Nc3cc(C)on3)c3ccccc3n2)c(OC)c1	-14%	-1%	-15%
Cc1cc(C)c(NC(=O)CNC(=O)COC(=O)Cc2cccs2)c(C)c1	0%	-1%	0%
CCOC(=O)C1CCCN(C(=O)c2cc(S(=O)(=O)N3CCCCC3)ccc2Cl)C1 (stereo not drawn)	2%	1%	-9%
Cn1c(=O)n(C)c2cc(N3CCOCC3)c(NC(=O)c3cccc(Cl)c3)cc21	-3%	6%	2%
Cc1ccccc1Nc1nc(-c2ccccc2)c(C(=O)Nc2cccnc2)s1	-13%	-9%	-6%
COc1ccccc1CCNC(=O)c1ccc(Br)s1	-10%	-7%	?
C[C@H](NC(=O)c1nc[nH]c1C(=O)N[C@@H](CCCCN)C(=O)OC(C)(C)C)C(=O)OC(C)(C)C	2%	-1%	-3%
COc1cccc(C(=O)NNC(=O)c2cccnc2)c1	7%	8%	-4%
COc1cc2[nH]c(=S)n(Cc3ccco3)c(=O)c2cc1OC	-8%	0%	-4%
CC1CCN(CC(O)COc2ccc(-c3ccccc3)cc2)CC1 (stereo not drawn)	1%	-28%	3%
CCO/C(C)=C1\C(=O)N(CC)c2ccccc21	0%	-12%	-2%
COC(=O)C1=C(C(=O)OC)[C@@H]2N(C)c3ccccc3[C@@]23C[C@@H](C(=O)OC)N(C(=O)CC(C)C)C3=N1	-23%	2%[12.8 µM]	0%
O=C(NCCN1CCCC1=O)C1CCC(=O)N(CCc2cccc(F)c2)C1 (stereo not drawn)	-10%	-3%	?
SMILES	FEN1 inh	N370S GC	GCN5L2 inh
O=C(c1ccc(Cl)cc1)c1cnc(-c2ccc(Cl)cc2)s1	-8%	-8%	-2%
O=C(Cn1cnc2ccccc21)NCCCN1CCOCC1	4%	-3%	1%
CCCC(=O)Nc1ccc(Cl)c(NC(=O)c2cccnc2Cl)c1	11%	0%	22%
COc1cc(NS(=O)(=O)c2ccc(NC(=O)c3ccc(Cl)cc3Cl)cc2)nc(OC)n1	?	.	-8%
CCOc1ccc(CNC(=O)c2ccc3c(c2)c(C)c(C)n3Cc2ccccc2)cc1OC	1%	.	-6%
OC[C@@H]1[C@@H](c2ccc(F)cc2)C(c2cccc(Cl)c2)=NN1c1ccccc1	-18%	?	-27%
O=C(C1COc2ccccc2O1)N1CCc2ccccc2C1 (stereo not drawn)	6%	10%	-6%
COC(=O)C1=C(C)N(CCc2c[nH]c3ccc(OC)cc23)C(=O)C1	42%[activator]	9%	10%
CCOC(=O)CSc1nnc(-c2ccc(NS(=O)(=O)c3ccc(C)cc3)cc2)o1	15%	3%	-3%
COC(=O)COc1cccc(NC(=O)c2cccs2)c1	-4%	3%	-5%
CS(=O)(=O)N1CCCC(C(=O)NCCCN2CCC(Cc3ccccc3)CC2)C1 (stereo not drawn)	-3%	0%	-10%
Cc1ccc(-c2nnc3c(C(F)(F)F)nc4ccccc4n23)cc1	3%	-19%	-8%
Cc1ccc(C(=O)NCc2ccco2)cc1S(=O)(=O)N1CCOCC1	10%	4%	?
CCC(C)(C)C1CCc2[nH]nc(C(=O)NC3CCCC3)c2C1 (stereo not drawn)	13%	0%	-7%
Cc1ccc(SCC(=O)OC(C)C(=O)NC2(C#N)CCCCC2)cc1 (stereo not drawn)	2%	-7%	-11%
c1ccc2c(-c3ccncc3)c[nH]c2c1	-10%	-8%	-11%
C=CCNC(=S)Nc1ccc(Br)cc1F	18%	-14%	0%
CN(C)CCCNCCCCNC(=O)/C=N/O	5%	-13%	-2%

Reprinted from the results shown, 15 compounds:
SMILES	FEN1 inh	N370S GC	GCN5L2 inh
COc1cc(NS(=O)(=O)c2ccc(NC(=O)c3ccc(Cl)cc3Cl)cc2)nc(OC)n1	?	.	-8%
CCOc1ccc(CNC(=O)c2ccc3c(c2)c(C)c(C)n3Cc2ccccc2)cc1OC	1%	.	-6%
OC[C@@H]1[C@@H](c2ccc(F)cc2)C(c2cccc(Cl)c2)=NN1c1ccccc1	-18%	?	-27%
O=C(C1COc2ccccc2O1)N1CCc2ccccc2C1 (stereo not drawn)	6%	10%	-6%
COC(=O)C1=C(C)N(CCc2c[nH]c3ccc(OC)cc23)C(=O)C1	42%[activator]	9%	10%
CCOC(=O)CSc1nnc(-c2ccc(NS(=O)(=O)c3ccc(C)cc3)cc2)o1	15%	3%	-3%
COC(=O)COc1cccc(NC(=O)c2cccs2)c1	-4%	3%	-5%
CS(=O)(=O)N1CCCC(C(=O)NCCCN2CCC(Cc3ccccc3)CC2)C1 (stereo not drawn)	-3%	0%	-10%
Cc1ccc(-c2nnc3c(C(F)(F)F)nc4ccccc4n23)cc1	3%	-19%	-8%
Cc1ccc(C(=O)NCc2ccco2)cc1S(=O)(=O)N1CCOCC1	10%	4%	?
CCC(C)(C)C1CCc2[nH]nc(C(=O)NC3CCCC3)c2C1 (stereo not drawn)	13%	0%	-7%
Cc1ccc(SCC(=O)OC(C)C(=O)NC2(C#N)CCCCC2)cc1 (stereo not drawn)	2%	-7%	-11%
c1ccc2c(-c3ccncc3)c[nH]c2c1	-10%	-8%	-11%
C=CCNC(=S)Nc1ccc(Br)cc1F	18%	-14%	0%
CN(C)CCCNCCCCNC(=O)/C=N/O	5%	-13%	-2%
